RXFP1 agonist – agonists of human relaxin receptor RXFP1 | Q9HBX9 | HEK293T-RXFP1 cAMP TR-FRET, 30 min; response scale: percent of porcine relaxin response, buffer zero | Potency, µM (highest dose often 57.5 µM), without a hit: at the top dose activation, actives largely listed as activators | 0.3% of 370,000 active | AID 2676; also: potency is read from the fitted curve at half-maximal effect; % is scaled to controls: 0 for no effect and ±100 for the full control effect; nearly all actives have a fitted effect of over 60% in size; many of its hits are not listed in these tables
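cAMP rise read by TR-FRET after 30 min, 37C compound exposure (up to 58 uM) in RXFP1-transfected HEK293 cells with Ro 20174 present. EC50 from Hill-equation fits, with 29 nM porcine relaxin as 100% and buffer as basal.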
PI4K2A block – blocks human PI4K2A kinase activity | Q9BTU6 | purified PI4K2A, ADP-Glo luminescence, 1 h; active compounds read low | activity change, negative = inhibition, % at 76.9 µM | 0.13% of 420,000 active | AID 1346378; in the data active = activity change below about -50%; inconclusive = mostly about -30% to -49%;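 also: -100% = wells without enzyme as full effect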
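In this quantitative HTS, ADP production by PI4K2A was quantified luminescently after 1 h at ambient temperature; 100 microM adenosine served as plate-quality control.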
IDH1 R132H inh – blocks human mutant IDH1 R132H enzyme; O75874; IDH1-R132H enzyme, NADPH consumption, diaphorase/resazurin fluorescence; Potency, µM (series often up to 76.6 µM), without a hit: at the top dose activity change, negative = inhibition, usual class: inhibitors; 0.093% of 390,000 active; also: potency is read from the fitted curve at half-maximal effect; % is scaled to controls: 0 for no effect and ±100 for the full control effect; nearly all actives have a fitted effect of over 65% in size
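IDH1-R132H (0.5 ug/mL) preincubated 30 min with compound, then NADPH (0.016 mM) and alpha-KG (2 mM) added; 80 min at RT, pH 7.5. Remaining NADPH coupled via diaphorase/resazurin to fluorescence (540/590 nm); concentration-response curves normalized to no-enzyme control.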
USP1-UAF1 inh – USP1/UAF1 (human) deubiquitinase inhibition; 0.23% of 390,000 active; Potency, µM (highest dose often 57.1 µM), inactives show at the top dose activity change, negative = inhibition, hits mostly inhibitors; AID 743255; O94782; recombinant USP1/UAF1, Ub-Rhodamine cleavage fluorescence; also: potency is read from the fitted curve at half-maximal effect; % is scaled to controls: 0 for no effect and ±100 for the full control effect; nearly all actives have a fitted effect of over 60% in size; inactives centre near -12
Target sequence (O94782 whole entry, looked up): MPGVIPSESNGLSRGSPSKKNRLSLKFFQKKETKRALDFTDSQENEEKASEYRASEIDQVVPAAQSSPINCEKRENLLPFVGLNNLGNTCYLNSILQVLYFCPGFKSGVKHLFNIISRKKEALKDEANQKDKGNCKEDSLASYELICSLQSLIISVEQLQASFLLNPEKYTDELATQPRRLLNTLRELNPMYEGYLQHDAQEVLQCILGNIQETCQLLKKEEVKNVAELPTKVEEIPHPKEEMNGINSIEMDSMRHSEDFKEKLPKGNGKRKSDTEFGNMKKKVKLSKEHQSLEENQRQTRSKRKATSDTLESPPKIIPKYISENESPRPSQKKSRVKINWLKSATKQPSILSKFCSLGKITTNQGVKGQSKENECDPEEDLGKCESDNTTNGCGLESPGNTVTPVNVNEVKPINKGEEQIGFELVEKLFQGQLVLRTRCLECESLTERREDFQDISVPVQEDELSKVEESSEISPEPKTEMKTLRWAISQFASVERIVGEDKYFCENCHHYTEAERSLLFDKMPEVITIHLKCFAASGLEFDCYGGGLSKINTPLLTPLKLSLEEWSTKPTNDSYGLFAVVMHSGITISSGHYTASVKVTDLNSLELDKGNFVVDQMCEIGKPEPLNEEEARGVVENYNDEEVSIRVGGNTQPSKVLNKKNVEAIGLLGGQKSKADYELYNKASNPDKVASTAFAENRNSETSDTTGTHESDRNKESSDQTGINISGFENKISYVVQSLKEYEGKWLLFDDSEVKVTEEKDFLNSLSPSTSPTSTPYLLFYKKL
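Step one: compound is pinned into 1nM USP1/UAF1 in HEPES pH 7.8 buffer with TCEP. Step two: 15 min room-temperature incubation. Step three: Ub-Rho (150nM final) starts cleavage, tracked by fluorescence over six one-minute reads.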
Vif-A3G inh – inhibitors of Vif-APOBEC3G interaction | Q9HC16 | HeLa A3G-eYFP + Vif (tagged APOBEC3G with the HIV-1 protein that degrades it), YFP fluorescence, overnight | Potency, µM (doses to about 46.1 µM), for inactives: at the highest dose activity, negative = active, actives largely listed as inhibitors | 0.076% of 410,000 active | AID 602310;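 also: potency is read from the fitted curve at half-maximal effect; % is scaled to controls: 0 for no effect and ±100 for the full control effect; nearly all actives have a fitted effect of over 60% in size; hits raise eYFP signal because A3G escapes Vif-driven loss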
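Read-out is eYFP fluorescence (Ex 488/Em 500-530) from Vif-expressing HeLa A3G-eYFP cells; more signal means A3G escaped Vif-mediated degradation. Cells plated overnight, compound pinned in, incubated overnight at 37 deg C.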
Glioma ERSR ind – induces the endoplasmic reticulum stress response in human glioma cells; U87-MG GRP78 promoter luciferase reporter, 16 h; Potency, µM, for inactives: top-dose activation, actives largely listed as activators; 0.02% of 420,000 active; also: potency is read from the fitted curve at half-maximal effect; series mostly up to about 76 µM; % of control where 0% means no effect; nearly all actives have a fitted effect of over 35% in size
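Stably transfected U87-MG human glioma cells carrying a GRP78-based luminescent sensor were seeded at 1000 cells/well, pin-dosed with compounds and incubated 16 h. Luciferase reagent was then added, and end-point luminescence was read after 10 min at room temperature.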
Vif-APOBEC3F blk – Vif-A3F binding inhibition; 0.2% of 390,000 active; Potency, µM (series often up to 46.1 µM), for the others: at the highest dose activity, negative = active; HeLa A3F-eYFP + Vif (tagged APOBEC3F with the HIV-1 protein that degrades it), YFP fluorescence increase; also: potency is read from the fitted curve at half-maximal effect; % of control where 0% means no effect; nearly all actives have a fitted effect of over 65% in size
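HeLa cells stably expressing A3F-eYFP plus Vif, plated and incubated overnight at 37 deg C, then exposed to compounds overnight at 37 deg C. Blocked degradation read as raised yellow fluorescence (Ex 488/Em 500-530).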
LDHA block – blocks human lactate dehydrogenase A | activity change, % (values are at about 110 or 230 µM) | P00338 | 0.15% of 480,000 active | purified LDHA, NADH/diaphorase-resazurin fluorescence; active compounds read low | AID 1347041; in the data active = activity change below about -30%; inconclusive = mostly about -25% to -30%;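 also: plate controls were DMSO wells for no effect and wells without enzyme for full effect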
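Human LDH5 (2 nM) was incubated with 0.06 mM NADH and 0.2 mM pyruvate for 5 min at room temperature in Tris pH 7.4. Remaining NADH was coupled through diaphorase/resazurin, and resorufin fluorescence was read at 0 and 20 min.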
TrxR1 substrate – substrates of rat thioredoxin reductase 1 | purified TrxR1 substrate turnover, NADPH consumption readout | Potency, µM (titrated, usually from 114 µM), for inactives: top-dose activity change, negative = substrate turnover | 0.01% of 390,000 active; also: potency is read from the fitted curve at half-maximal effect; % is scaled to controls: 0 for no effect and ±100 for the full control effect; nearly all actives have a fitted effect of over 50% in size
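Rat TrxR1, dispensed at 90 nM, was prereduced with 400 uM NADPH (final) for 5 min at ~22 deg C, then incubated with compound 15 min before 400 uM selenite. A first-read NADPH fluorescence drop versus no-compound background flagged substrates.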
* = called active by the depositor; ? = inconclusive; nt = no result given; [ ] = another dose, or the depositor's remark. Unless noted, calls follow the shape of the dose curve; as a rule, active = well fitted curve in the direction sought with a large enough effect; inconclusive = small, poorly fitted or top-dose-only effect, or another doubt; inactive = no such curve, though single readings can be large; an effect the other way counts as inactive or inconclusive.

SMILES	RXFP1 agonist	PI4K2A block	IDH1 R132H inh	USP1-UAF1 inh	Vif-A3G inh	Glioma ERSR ind	Vif-APOBEC3F blk	LDHA block	TrxR1 substrate
CCOc1ccccc1N(C)C(=O)c1nn(-c2ccc(C)cc2)c(=O)c2c1c1ccccc1n2C	3.7%	1	nt	-19%	nt	nt	nt	1	2%
C/C(=N/Nc1ccccc1[N+](=O)[O-])c1ccc([N+](=O)[O-])cc1	0.5%	3	5%	4%	1%	-1%	6%	-7	3%
NC(=O)C1=C[C@@H](c2ccc(Br)cc2)C[C@@H](OCCCCO)O1	0.3%	-3	17%	?	-1%	-1%	1%	2	0%
CSc1ccccc1NC(=O)C1(C)CCN1C(=O)CCC1CCCC1 (stereo not drawn)	nt	1	nt	nt	-1%	-2%	nt	2	nt
CCOc1ccccc1CNC(=O)CCCN1C(=O)CCn2nc(-c3cccn3C)cc21	3.7%	-4	-6%	-22%	-3%	-3%	3%	-14	-2%[57.1 µM]
COc1ccc(OC)c(NC(=O)COC(=O)/C=C/c2ccc(Cl)cc2)c1	-0.1%	6	3%	-16%	1%	-1%	-13%	-3	-1%
COc1ccc(Cn2c(C(=O)O)c(CNCCc3ccco3)c3ccc(C)cc32)cc1	0.8%	13	18%	-22%	0%	-5%	6%	4	9%
CCc1ccccc1NC(=O)/C(C#N)=C/c1ccc(Sc2ccccc2)o1	1.1%	2	-15%	-10%	-10%	-2%	-24%	-18	-2%
CCOc1ccc(NCc2cccn2-c2nnc(N3CCC(C(=O)NC(C)c4ccccc4)CC3)s2)cc1 (stereo not drawn)	1.5%	4	nt	-16%	nt	nt	nt	-1	-6%
CC(C)c1ccccc1NC(=O)c1ccc2ncsc2c1	0.3%	0	9%	-24%	-9%	-8%	-9%	?	7%[57.1 µM]
CC(C)(C)C1CCc2onc(C(=O)Nc3cnn(Cc4ccc(F)cc4)c3)c2C1 (stereo not drawn)	1.2%	-1	6%	-4%	-1%	-3%	0%	-9	24%
COc1cc(C(=O)OC(C)C(=O)N2CCc3ccccc3C2)ccc1OCC(=O)N1CCOCC1 (stereo not drawn)	0.9%	0	2%	-4%	4%	-4%	24%	-2	-8%
CCOC(=O)C1=C(C)C(c2ccc(OC)cc2)NC(=S)N1 (stereo not drawn)	-1.4%	-1	2%	-12%	-4%	-8%	-3%	0	-9%
N#Cc1c(NC(=O)CSc2ncc(-c3ccccc3)n2CC2CCCO2)sc2c1CCCC2 (stereo not drawn)	0.6%	-2	0%	-11%	-8%	-2%	0%	5	4%
O=[N+]([O-])c1cnc2nc(-c3ccncc3)nn2c1O	3.3%	-27	4%	-25%	-9%	-9%	-1%	-3	0%
COc1ccccc1OCCNC(=O)CN(c1cccc(C)c1)S(=O)(=O)c1ccccc1	-0.9%	8	-5%	-14%	-6%	-5%	-6%	-1	3%
O=C1CN(Cc2ccccc2)C(=NCc2ccco2)S1	0.0%	6	0%	-14%	-6%	-2%	-9%	-8	-6%
Cc1cccc(N(C)C(=O)c2cc3c(=O)[nH]c4ccc(C)cc4c3s2)c1	-31%[inhibitor]	-8	0%	-7%	?	0%	-6%	-6	10%
Cc1cccc(Nc2nnc(SCC(=O)Nc3ncc(C(F)(F)F)cc3Cl)s2)c1C	-0.5%	0	1%	-22%	1%	-6%	0%	4	-20%
CCOc1cc2sc(N3CCC(C(=O)Nc4ccc(C)cc4)CC3)nc2cc1Br	-1.5%	-4	40%[activator]	-6%	3%	6%	-10%	-8	-1%
COC(=O)c1sc2nc(SCc3cccc(Cl)c3)n(N)c(=O)c2c1C	0.4%	-4	3%	-17%	-1%	-3%	-7%	-1	51%
Cc1cccn2c(CNCCCOc3cccnc3)c(C(=O)N3CCOCC3)nc12	-0.2%	5	2%	-20%	0%	-3%	6%	-7	5%[57.1 µM]
Cc1cccc(S(=O)(=O)Nc2ccncc2)c1	0.0%	5	24%	-13%	0%	-2%	-23%	-7	6%[57.1 µM]
CCNc1nc(NC(C)C)nc(Oc2ccc(=O)n(C)n2)n1	-3.6%	0	6%	-15%	0%	-2%	6%	-3	6%[57.1 µM]
Cc1cccc(NC(=O)c2ccc(Cl)c(NC(=O)c3ccncc3)c2)c1C	0.6%	3	9%	0%	-1%	-2%	-9%	-2	3%[11.4 µM]
C(=C\c1ccncc1)/c1ccncc1	1.6%	3	-6%	-3%	-1%	2%	1%	-3	-11%
N=c1c2ccccc2nnn1-c1ccccc1[N+](=O)[O-]	nt	2	3%	-7%	0%	1%	-1%	-8	-12%
Nc1cc(C(=O)OCC(=O)NCc2ccc(F)cc2)ccc1Cl	0.0%	3	11%	-6%	1%	-4%	-1%	-1	4%
Cc1cccc(N2CCN(c3nc4ccccc4c4nnc(C)n34)CC2)c1C	3.9%	1	9%	-4%	2%	-4%	1%	2	-2%
CC1CN(C(=O)CS(=O)(=O)Cc2ccccc2)CC(C)O1 (stereo not drawn)	-0.1%	-1	-8%	-5%	-1%	2%	-10%	-1	-5%
Cc1ccc(S(=O)(=O)N(C)C)cc1NC(=O)COC(=O)CCC(=O)c1ccc(F)cc1	1.6%	2	-8%	-21%	5%	0%	6%	-2	0%
COc1ccc(N=C2SC(CC(=O)Nc3ccccc3)C(=O)N2Cc2ccccn2)cc1 (stereo not drawn)	-2.1%	-3	1%	-13%	0%	0%	0%	4	-6%
Cn1c(Cc2cccc3ccccc23)nnc1SCC(=O)N1CCN(c2cccc(Cl)c2)CC1	-1.8%	-11	6%	-18%	-2%	-8%	3%	2	-3%
COc1ccc(S(=O)(=O)N2CCCCC2c2cc(C(=O)NCc3ccc(F)cc3)no2)cc1 (stereo not drawn)	nt	-2	nt	nt	0%	-1%	nt	-3	nt
C[C@@H]1C=C(C(=O)N2CCN(C)CC2)O[C@H](OCc2ccc(CO)cc2)C1	-0.8%	-2	-5%	-5%	-1%	-4%	7%	0	5%
CC1CN(C(=O)c2ccc(S(=O)(=O)Nc3ccccc3F)cc2)CC(C)O1 (stereo not drawn)	8.1%	1	-9%	-9%	-1%	-4%	-19%	-11	1%[57.1 µM]
O=C(NC1CCN(S(=O)(=O)c2ccccc2F)CC1)c1ccco1	1.6%	3	0%	-16%	4%	0%	10%	-5	0%
CCCN(C(=O)c1cccs1)c1nnc(-c2ccncc2)s1	-1.1%	-3	10%	-1%	1%	4%	nt	-7	-3%
CC(=O)Cc1nsc(Nc2ccc(F)cc2)n1	0.2%	2	8%	-12%	-2%	1%	2%	1	-14%[57.1 µM]
Cc1cc(C)nc(SCCCn2c(=O)[nH]c3ccccc32)n1	1.6%	0	2%	-9%	-1%	-1%	-5%	-13	3%
Cn1nnnc1SCCCNCc1ccccc1OCc1ccc(F)cc1	-0.3%	-1	-9%	-4%	5%	-3%	4%	-10	-2%
COc1ccccc1N(CC(=O)NCCSc1ccccc1)S(=O)(=O)c1ccc(C)cc1	5.0%	-6	-5%	-16%	3%	-1%	-1%	-6	-2%
CN(Cc1cnccn1)Cc1ccccc1OCC(O)CN1CCc2ccccc2C1 (stereo not drawn)	2.0%	-1	10%	-19%	1%	1%	0%	-1	4%
COc1cccc(/C=N/n2nnnc2N)c1O	0.3%	2	11%	-16%	-4%	2%	-29%	31	9%
CCOc1ccccc1NC(=O)CSc1c(C)n[nH]c1C	-1.1%	-18	1%	-24%	-11%	-2%	-2%	-8	27%
CCOc1ccc(S(=O)(=O)N2CCCCC2)cc1NC(=O)CN1CCCC1c1cccs1 (stereo not drawn)	0.7%	1	0%	-11%	-3%	-4%	1%	-2	-1%
O=C(NCC1CCCO1)c1cn(Cc2ccccc2)nc1-c1ccc(Cl)cc1 (stereo not drawn)	-1.6%	-4	13%	-19%	1%	-1%	-3%	0	-1%
CCC(CC)NC(=O)c1cc(S(=O)(=O)N2CCCCC2)ccc1N1CCOCC1	0.4%	-2	7%	-19%	0%	-3%	-18%	-1	5%
COc1ccccc1NC(=O)C1CCCN(c2ncnc3onc(-c4ccc(F)cc4)c23)C1 (stereo not drawn)	1.7%	2	-27%	-37%	-1%	-1%	0%	-2	3%[57.1 µM]
OCCC1CN(Cc2cnc(N3CCOCC3)s2)CCN1C1CCCC1 (stereo not drawn)	-3.1%	-15	-1%	-2%	4%	-4%	-4%	-5	4%
O=S(=O)(Cc1cc(Cl)nc(-c2ccncc2)n1)c1ccccc1	0.4%	-22	0%	-9%	-8%	1%	2%	2	3%[57.1 µM]

Three compounds already listed, sorted by their value in RXFP1 agonist, low to high.
smiles	RXFP1 agonist	PI4K2A block	USP1-UAF1 inh	Vif-A3G inh	Vif-APOBEC3F blk	LDHA block	TrxR1 substrate
O=C(NCC1CCCO1)c1cn(Cc2ccccc2)nc1-c1ccc(Cl)cc1 (stereo not drawn)	-1.6%	-4	-19%	1%	-3%	0	-1%
COc1ccccc1NC(=O)C1CCCN(c2ncnc3onc(-c4ccc(F)cc4)c23)C1 (stereo not drawn)	1.7%	2	-37%	-1%	0%	-2	3%[57.1 µM]
COc1ccccc1N(CC(=O)NCCSc1ccccc1)S(=O)(=O)c1ccc(C)cc1	5.0%	-6	-16%	3%	-1%	-6	-2%

High-throughput results from PubChem.

Some of the compounds tested; count on the stated rates, not on these rows.
